NCI-60 one-dose screen, 48 h, at 10 µM unless noted. Numbers give growth in % (100 = growth as untreated, 0 = no growth, -100 = all killed).
HL-60(TB): HL-60(TB) leukemia cells; AID 1794776; 78,000 compounds, 9% hits; active = growth percent below 10
Starred values were filed as active, the others as inactive; & = joins results of further samples. These rows are one share of the data (hit frequency here may not be typical).

No.	Molecule	HL-60(TB)
1	NC(N)=NN=C1CCC(C2CCCCC2)CC1 (stereo unspecified)	98
2	CCCCOc1nc2c(C)cccc2cc1-c1cc(-c2ccc(Cl)cc2)nc(-c2ccc(Cl)cc2)c1	99
3	CN(C)c1cccc2c(S(=O)(=O)Nc3cccc(-c4csc(NC(=O)CN5CCN(CCO)CC5)n4)c3)cccc12	60
4	NNC(=S)n1ccc(-c2cc3cc(Br)ccc3oc2=O)n1	89
5	CCC(C)n1ncc2c(N(C)C)ncnc21 (stereo unspecified)	110
6	CCOC(=O)/C=C/c1ccc(OC(C)=O)cc1	67
7	O=C(CCN1C(=O)/C(=C/c2ccccc2)SC1=S)NCCN1CCOCC1	98
8	COc1ccc(CN2C(=O)CSC2c2ccccc2Cl)cc1OC (stereo unspecified)	81
9	COc1ccc(NC(=O)CSc2nc3ccc(OC)cc3[nH]2)cc1	96
10	CC1(C)C=CC[C@]2(C)[C@H]3CC[C@@H]4[C@H]5[C@H](C(/C=C/c6cccnc6)=N/O)CC[C@]5(CO)CC[C@@]4(C)[C@]3(C)CC[C@@H]12	66
11	COc1cc(Cc2cc(-c3ccccc3)nn(Cc3ccccc3)c2=O)cc(OC)c1OC	19
12	COc1cc(/C=N/n2cnc3oc(-c4ccccc4)cc3c2=N)ccc1O	102
13	O=C1c2ccccc2C(=O)c2[nH]c(-c3c(-c4ccc(F)cc4)nc4sccn34)nc21	100
14	Cc1[nH]n(C(=O)c2ccncc2)c(=O)c1N=Nc1ccc(F)c(Cl)c1	37
15	CC(=O)C1=C(C)NC(NNC(=O)Nc2ccc(Br)cc2)=NC1c1ccc(Cl)cc1 (stereo unspecified)	115
16	CNC(=O)OC1C(O[C@H]2C[C@H]3[C@@H]4CC=C5C[C@@H](O)CC[C@]5(C)[C@H]4CC[C@]3(C)[C@H]2[C@H](C)C(=O)CCC(C)C)OCC(O)C1OC1OCC(O)C(O)C1OC(=O)c1ccc(OC)cc1 (stereo partly specified)	-12*
17	CCCS(=O)(=O)OCCO[C@H]1Cc2cc3ccc(=O)oc3cc2OC1(C)C	108
18	COc1ccc(OC)c(/C=C2\Cc3c(Cl)cccc3C2=O)c1	104
19	CCOC(=O)N/N=C/C=C/c1ccc(N(C)C)cc1	87
20	O=C1CCC(C(=O)N/N=C/c2c(F)c(F)c(F)c(F)c2F)N1 (stereo unspecified)	101

Four records picked at random from those above:
No.	Molecule	HL-60(TB)
13	O=C1c2ccccc2C(=O)c2[nH]c(-c3c(-c4ccc(F)cc4)nc4sccn34)nc21	100
6	CCOC(=O)/C=C/c1ccc(OC(C)=O)cc1	67
2	CCCCOc1nc2c(C)cccc2cc1-c1cc(-c2ccc(Cl)cc2)nc(-c2ccc(Cl)cc2)c1	99
1	NC(N)=NN=C1CCC(C2CCCCC2)CC1 (stereo unspecified)	98

Further records.
No.	Molecule	HL-60(TB)
21	Nc1ccc(S(=O)(=O)Nc2cc(Cl)cc(Cl)c2)cc1	90
22	Cc1[nH]c(C)c(Cl)c(=O)c1Cl	102
23	O=C(N=Nc1c(O)[nH]c2ccccc12)Nc1ccc(F)c(Cl)c1	97
24	CN(C)C1OCC(C)(C)CO1	91
25	Cc1ccc(-c2nn(-c3ccccc3)cc2/C=C/C(=O)NNC(=O)c2ccc(Cl)cc2Cl)cc1	100
26	COc1ccc(C2C3Cc4cc(OC)c(OC)cc4C3=NN2C(=O)Nc2ccc(C)cc2C)cc1OC (stereo unspecified)	97
27	O=C1NC(=O)/C(=C/c2ccc3nccc(-c4ccncc4)c3c2)S1	-32*
28	Nc1cc2ccccc2c(=O)n1NC(=O)c1ccc([N+](=O)[O-])cc1	88
29	CSc1ccc(NC(=O)Nc2ccc(C(=O)NCC(=O)O)cc2)cc1	88
30	CC(=O)Nc1ccc2c(C(=O)O)c(C)c(=O)[nH]c2n1	116
31	N#Cc1c(-c2ccco2)nc(=S)[nH]c1Cl	96
32	COc1ccc(-c2ccc(/C=N/NC(=O)c3[nH]c4ccc(Br)cc4c3-c3ccccc3)o2)cc1	6.2*
33	COc1cc2c(cc1OC)C(Sc1ccc(Cl)cc1)c1c(nc(N)c(C#N)c1N)O2 (stereo unspecified)	-25*
34	COc1ccc(-c2cc(C(=O)N3N=C(c4ccc(Cl)cc4)CC3c3cc(-c4ccccc4)nn3-c3ccccc3)c3ccccc3n2)cc1 (stereo unspecified)	90
35	Nc1ccc(OCC(=O)N2CCOCC2)c(Cl)c1	98
36	C(=C\c1cc2ccccc2o1)/c1cc(/C=C/c2cc3ccccc3o2)n(-c2ccccc2)n1	73
37	CCCCC(NC(=O)CN1C(=O)/C(=C/C(C)=C/c2ccccc2)SC1=S)C(=O)O (stereo unspecified)	113
38	Nc1cc(S(=O)(=O)O)cc2cccc(S(=O)(=O)O)c12	76
39	CCC1(O)CC(OC2CC(N(C)C)C(OC3CC4OC5CC(=O)C(C)OC5OC4C(C)O3)C(C)O2)c2c(cc3c(c2O)C(=O)c2c(O)ccc(O)c2C3=O)C1C(=O)OC (stereo unspecified)	-42*
40	Cc1nc(Nc2nc3ccc(F)cc3s2)nc(-c2ccccc2)c1C(=O)Nc1ncccn1	99

The listing continues.
No.	Molecule	HL-60(TB)
41	COc1cccc(-c2nc3sccn3c2-c2ccnc(NCCCNS(=O)(=O)c3c(Cl)cccc3Cl)c2)c1	18
42	COc1cc(-c2ccc(N=Nc3c(O)ccc4ccccc34)c(OC)c2)ccc1N=Nc1ccc2c(S(=O)(=O)O)cc(S(=O)(=O)O)c(N)c2c1O	91&88
43	NC(=O)C(=O)NCCCCCCC(=O)Nc1ccccc1	97
44	N#Cc1nnn(-c2ccc(S(N)(=O)=O)cc2)c1N	93
45	CC1(C)CC(=O)C(CC2C(=O)CC(C)(C)CC2=O)C(=O)C1	117
46	O=C(Nc1ccccc1)OCCN1CCOCC1	43
47	Cc1ccc(NC(=O)c2c(C)oc3ccc(O)c(CN4CCCCCC4)c23)cc1	93
48	Cc1nn(-c2ccccc2)c(C)c1N=Nc1ccc2oc(=O)ccc2c1	88
49	Clc1nc(Cl)c(C2CC(c3ccc4c(c3)OCO4)=NN2c2ccccc2)s1 (stereo unspecified)	124
50	Clc1ccc2nc(-c3ccc(-c4ccc(/C=N/NC5=NCCN5)cc4)s3)cn2c1	98
51	CN(C)Cc1c(O)ccc2ccccc12	92
52	O=C(CCSc1nnc2n(Cc3ccccc3)c(=O)c3c4c(sc3n12)CCCC4)N1CCN(c2ccccc2)CC1	106
53	O=c1[nH]cnc2nc(-c3ccc(N(CCCl)CCCl)cc3)[nH]c12	91
54	Cc1ccc(-c2nc(SCC(=O)c3ccccc3)nc(Nc3cccc(S(N)(=O)=O)c3)c2C#N)cc1	102
55	CCCSc1nnc(-c2c(C)nc3ccc(Br)cn23)o1	96
56	COc1cccc(O)c1O	74
57	O=C(c1ccc(Cc2n[nH]c(=O)c3cccnc23)cc1)N1CCCCC1	100
58	COc1cccc(/C=C/C(=O)c2ccccc2)c1O	100
59	O=C1C2CCC(C2)C1CN1CCOCC1 (stereo unspecified)	96
60	O=S(Cc1cc2c(cc1Br)OCO2)c1ccccc1 (stereo unspecified)	102

Next structures follow:
No.	Molecule	HL-60(TB)
61	O=c1c2ccccc2c2c3n1CCCNC3CCC2 (stereo unspecified)	107
62	O=C1/C(=C/c2ccc([N+](=O)[O-])cc2)SC(=Nc2ccccc2)N1Nc1ccccc1	26
63	CC1(C)N=C(N)N=C(N)N1c1ccc(OCC(=O)Nc2ccccc2)c(Cl)c1	14
64	CN1CCc2c(sc3ncnc(N/N=C/c4ccc(N(C)C)cc4)c23)C1	88
65	CC1N(C(=O)Nc2ccc(Cc3ccc(NC(=O)N4C(C)C4(C)C)cc3)cc2)C1(C)C (stereo unspecified)	111
66	CCSc1nnc(Cc2ccc(OC)cc2)n1-c1ccc(C)cc1	102
67	C=C(C)[C@@H]1CC[C@]2(C(=O)N=C=S)CC[C@]3(C)[C@H](CC[C@@H]4[C@@]5(C)CCC(=O)C(C)(C)[C@@H]5CC[C@]43C)[C@@H]12	-2.3*
68	N#Cc1c(NC(=O)c2ccc(F)c(Cl)c2)sc2c1CCC(=O)C2	-15*
69	CC12CCC(=O)C=C1CCC1C2C(O)CC2(C)C1CCC2(O)C(=O)CSc1ncnc2nc[nH]c12 (stereo unspecified)	111
70	Cc1nn(-c2ccccc2)c2nc(C)n(/N=C/c3cccc([N+](=O)[O-])c3)c(=O)c12	91
71	O=C(OOC(=O)c1ccccc1)c1ccccc1	97
72	CC(C)(C)n1cc(-c2ccnc(NCCNS(=O)(=O)c3cccc(F)c3)c2)c(-c2cccc(O)c2)n1	75
73	CC(=O)Nc1cccc2cc(S(=O)(=O)O)ccc12	105
74	O=C(O)c1cccc([N+](=O)[O-])c1I	110
75	CCN1CCN(Cc2ccc(Cc3ncc(F)c(-c4cc(F)c5nc(C)n(C(C)C)c5c4)n3)nc2)CC1	27
76	CCc1c(Nc2ccc(C)cc2)nc(N)[nH]c1=O	90
77	COc1cc(F)c(/C=C/c2cc(/C=C/c3cc(OC)c(OC)cc3F)n(-c3cccc(C(F)(F)F)c3)n2)cc1OC	78
78	Cc1ccc(NC(=O)Cn2cc(CN3CCN(c4ccnc5cc(Cl)ccc45)CC3)nn2)cc1	87
79	COc1ccc(/C=C/C(=O)c2ccc(NC(=O)CSc3nc4[nH]c(=O)n(C)c(=O)c4[nH]3)cc2)cc1	113
80	Cc1cc(OC(=O)c2nnn(-c3ccccc3Cl)c2C)nc2[nH]c(=O)sc12	102

Filtered by structure: those above with a furan ring, fused or not (5)
No.	Molecule	HL-60(TB)
12	COc1cc(/C=N/n2cnc3oc(-c4ccccc4)cc3c2=N)ccc1O	102
31	N#Cc1c(-c2ccco2)nc(=S)[nH]c1Cl	96
32	COc1ccc(-c2ccc(/C=N/NC(=O)c3[nH]c4ccc(Br)cc4c3-c3ccccc3)o2)cc1	6.2*
36	C(=C\c1cc2ccccc2o1)/c1cc(/C=C/c2cc3ccccc3o2)n(-c2ccccc2)n1	73
47	Cc1ccc(NC(=O)c2c(C)oc3ccc(O)c(CN4CCCCCC4)c23)cc1	93

Going on with the list.
No.	Molecule	HL-60(TB)
81	N#Cc1c(N)nc2c(c1N)C(c1ccccc1)NC(=S)N2 (stereo unspecified)	94
82	O=C(/C=C/C=C/c1c(C2CC2)nc2ccccc2c1-c1ccc(F)cc1)c1cccs1	-18*
83	CCOC(=O)C1CC(C)(C)OC1=O (stereo unspecified)	106
84	Cc1ccc(/C=C/C(=O)c2cccc(NC(=O)CSc3nc4ccccc4c(=O)n3-c3ccccc3)c2)c(C)c1	99
85	Cc1[nH]c(C(=O)NN)c(C)c1C(=O)NN	111
86	Cc1ccc(N/N=c2/ccc(=O)/c(=N\Nc3ccc(S(=O)(=O)O)cc3)c2=O)c(C)c1	82
87	COc1ccc([C@@H]2CCC[C@H](/C=C/P(=O)(OC)OC)O2)cc1	110
88	CSc1nnc2c3cc(Br)ccc3n(C)c2n1	108
89	CCCCN1C(=O)c2cccc3c(C#CCN4C(=O)c5cccc6cccc(c56)C4=O)ccc(c23)C1=O	105
90	Nc1ncc(-c2ccc(NS(=O)(=O)c3ccc(Br)cc3)cc2)[nH]1	62
91	COC(=O)C1(NC(=O)CNC(=O)OCc2ccccc2)CCCC1	90
92	COc1cc2ncnc(-n3ncc4cc(NC(=O)Nc5ccc(Cl)c(C)c5)ccc43)c2cc1OC	114
93	N=c1c2c(=O)n3c(nc2nc2sc4ccc(Cl)cc4n12)-c1ccccc1Sc1ccccc1-3	4.5*
94	Nc1nc2c(nc(N3CCCC3)n2[C@@H]2O[C@H](CO)[C@@H](O)[C@H]2O)c(=O)[nH]1	107
95	Cc1ccc(-c2nc(SCC(=O)Nc3nc(-c4ccccc4)cs3)[nH]c(=O)c2C#N)cc1	89
96	CCN(CC)c1ccc(/C=C/C(=O)c2cccc(NS(C)(=O)=O)c2)cc1	9.8*
97	CCOC(=O)c1c(C)[nH]c(C(=O)COC(=O)C(C)N2C(=O)C3CCCCC3C2=O)c1C (stereo unspecified)	96
98	Cc1ccc(S(=O)(=O)N(C)c2ccccc2C(N)=O)cc1	72
99	COc1ccc(/C=c2\c(=O)n(-c3ccccc3)c3nn4c(n23)=NNCC(O)C4)cc1 (stereo unspecified)	109
100	C[C@H](c1nc2ccc(F)cc2[nH]1)[C@H]1CC[C@H]2[C@@H]3CCC4=CC(=O)CC[C@]4(C)[C@H]3CC[C@]12C	68

(list continues)
No.	Molecule	HL-60(TB)
101	CCCCCCC(CCCC)COC(=O)c1ccc(Cl)cc1 (stereo unspecified)	100
102	CC1=C(C(=O)Nc2nc(-c3ccc(Cl)cc3)cs2)[C@H](c2ccc(O)cc2)N=C(N)N1	88
103	CCCCCCOC(=O)N1CCCCC1CCCC (stereo unspecified)	97
104	COc1cccc2c1CN(C(=O)c1ccc(O)c(C(=O)N3Cc4ccc(OCCC[P+](c5ccccc5)(c5ccccc5)c5ccccc5)cc4C3)c1)C2	41
105	O=C(/C=C/c1ccc(F)cc1)c1ccc(Nc2nc(NCCO)nc(Nc3ccc(Cl)cc3)n2)cc1	99
106	OCCSCCCCCSCCO	94
107	Cc1sc2c(c1C)c(=O)nc1c(-c3nc4ccccc4s3)n[nH]n12	98
108	O=C1N(Cc2cc(F)cc(C(F)(F)F)c2)c2ccccc2S(=O)(=O)N1c1cccnc1Cl	105
109	CSc1[nH]c2ncnc(N)c2c1C#N	112
110	CN(C)c1ccc(/C=C/c2ccnc3ccccc23)cc1	13
111	C=C(CBr)[C@@H]1CC[C@]2(C(N)=O)CC[C@]3(C)[C@H](CC[C@@H]4[C@@]5(C)CCC(=O)C(C)(C)[C@@H]5CC[C@]43C)[C@@H]12	83
112	CCC1=Cc2cc(OC)ccc2OC12C=Cc1cc(OC)ccc1O2 (stereo unspecified)	-1.9*
113	COC(=O)c1ccccc1Br	77
114	COc1ccc(C(=O)COc2cccc(/C=C3\CSc4ccccc4C3=O)c2)cc1	-55*
115	NC(=O)N/N=C/c1ccc([N+](=O)[O-])s1	104
